# GAA glycogen = qHTS Assay for Inhibitors and Activators of Human alpha-Glucosidase Cleavage of Glycogen; actives 0.38% (n = 300,000); recombinant GAA, glycogen substrate, Amplex Red glucose oxidase fluorescence; Lysosomal alpha-glucosidase (Homo sapiens), P10253; Potency, µM (highest dose often 76.4 µM), for inactives: at the top dose activity change, negative = inhibition, hits mostly inhibitors; AID 2100, 2009; active means well fitted inhibition curve with a large enough effect; inconclusive means small, poorly fitted or top-dose-only effect, or another doubt; inactive means no such curve, though single readings can be large or run the other way;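 further: 0% = full enzyme reaction and -100% = no-enzyme basal signal; the screen sought inhibitors and activators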
#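 Recombinant human alpha-glucosidase (4 nM final) hydrolysed bovine liver glycogen (30 ug) for 40 min at 37 C in pH 5.0 citrate/phosphate with 0.01% Tween-20. Released glucose detected by glucose oxidase/Amplex Red, Ex 573/Em 610 nm. Compounds up to 77 uM; AC50 from Hill fits.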
# Active calls of the source: *; ? = inconclusive; & = joins results of further samples; [ ] = remark or other dose. Potency means the concentration at half of the fitted maximal effect. An excerpt, so the mix of outcomes need not match the whole.
GAA glycogen	compound
18%[76.3 µM]	COc1cccc(-c2nc3c(c(SCC(=O)N4CCOCC4)n2)Cc2c(CO)cnc(C)c2O3)c1
0%	COc1cc(CN2CC(=O)N(c3cccc(Cl)c3C)C2=S)cc(OC)c1OC
-8%	COc1ccc(S(=O)(=O)Cc2ccc(C(=O)NCC(OC)OC)o2)cc1
-8%	Cc1cc(NCc2ccccc2)n2ncc(-c3ccccc3)c2n1
-13%[76.3 µM]	O=c1c2oc3ccccc3c2n(Cc2ccc(Cl)cc2)c(=O)n1Cc1ccco1
12%[76.3 µM]	CCCS(=O)(=O)Nc1cccc(-c2cn3ccc(C)cc3n2)c1
-1%[76.3 µM]	COC(=O)c1ccccc1NC(=O)Cn1c(=O)n(CCCC(=O)NCc2ccccc2Cl)c(=O)c2ccccc21
-5%[76.3 µM]	Cc1ccc(NC(=O)CSc2ccc(-c3ccccn3)nn2)cc1F
-10%[76.3 µM]	Cc1ccc(Sc2c(C)nn(C(=O)COc3ccccc3Br)c2C)cc1
-19%	COc1cc(OC)c(OC)cc1/C=N/n1c(COc2ccccc2)n[nH]c1=S
0%	CN(C)C(=O)c1cnc(-c2ccccc2)nc1-c1ccccc1
2%	COc1cccc(CN(C)Cc2cc(=O)oc3cc(O)c(Cl)cc23)c1
6%	COCCCNC(=O)c1ccc(S(=O)(=O)c2ccc(C)cc2)c(NC(C)=O)c1
-3%[76.3 µM]	COc1ccccc1NC(=O)C1CCN(C(=O)NCc2ccccc2)CC1
?	COc1cc(C(=O)N/N=C(\C)c2ccc(NC(=O)Cc3ccccc3)cc2)ccc1O
-9%&10%[76.3 µM]	Cc1nn(CC(=O)N2CCN(c3ccccc3)CC2)c(=O)c2cccn12
-10%[76.3 µM]	CCc1cc(C(=O)c2ccc(Br)cc2)c(NC(=O)CN(CC)CC)s1
-9%[76.3 µM]	O=C(CCc1nc(-c2cccs2)no1)Nc1cccc([N+](=O)[O-])c1
-1%[76.3 µM]	CCCNC(=S)N1CCC(Cc2ccccc2)CC1
9%[76.3 µM]	Cc1nn(Cc2ccc(Cl)cc2)c(C)c1NC(=O)c1cc(C(C)C)on1

# More structures
GAA glycogen	compound
0%	CCOc1ccc(NC(=O)CS(=O)CC(=O)N(CC(=O)NC(C)(C)C)C2CCCC2)cc1 (stereo not drawn)
4%	CCN(CC)c1ccc2c(cc1=O)[C@@H](NC)CCc1cc(OC)c(OC)c(OC)c1-2
-4%[76.3 µM]	CCc1ccc(C2CC(=O)c3c([nH]c(C(=O)OC4CCCCCC4)c3C)C2)cc1 (stereo not drawn)
-11%[76.3 µM]	C=CCc1cc(Cl)ccc1OCCCn1ccnc1
-3%[76.3 µM]	CCc1ccc(NC(=O)c2cc(-c3ccc4c(c3)OCO4)on2)cc1
17%	CC(C)n1nccc1NC(=O)Nc1ccccc1
4%[76.3 µM]	CC1=C(C(=O)OCc2ccc(C)cc2)C(c2cccc(F)c2F)CC(=O)N1 (stereo not drawn)
2%[76.3 µM]	COc1ccccc1NC(=O)Cn1cnc2sc(C(=O)Nc3ccc(OC)c(OC)c3)c(C)c2c1=O
7%[76.3 µM]	CC(C)CCNS(=O)(=O)c1cc2c3c(c1)CCN3C(=O)CC2
-2%[76.3 µM]	O=C(Nc1cc(Cl)ccc1O)C1CC(c2c(F)cccc2Cl)=NO1 (stereo not drawn)
5%[76.3 µM]	CCc1ccccc1NC(=O)C(C)n1nc(-c2ccc(C)c(C)c2)ccc1=O (stereo not drawn)
-1%[76.3 µM]	O=C(CSc1nnc(NC(=O)C2CC(=O)N(c3ccccc3)C2)s1)NCC1CCCO1 (stereo not drawn)
10%[76.3 µM]	CC(C)(C)C1CCc2c(sc(NC(=O)Cn3nnc(-c4ccccc4F)n3)c2C#N)C1 (stereo not drawn)
1%[76.3 µM]	COc1ccc(CNC(=O)CCS(=O)(=O)c2ccc3c(c2)CCN3C(C)=O)cc1
0%[76.3 µM]	Cc1ccc(C(=O)N2CCCC(C(=O)c3ccc(Cl)cc3C)C2)cn1 (stereo not drawn)
-4%[76.3 µM]	CCOC(=O)CNS(=O)(=O)c1ccc(S(=O)(=O)NC2CC2)cc1
?	COc1ccc(C2C(C(=O)Nc3ccccc3)=C(C)Nc3nc(-c4ccccc4Cl)nn32)cc1OC (stereo not drawn)
-15%[76.3 µM]	COc1cc(-c2nc(C(=O)NC3CCCCC3)cc3c2[nH]c2ccccc23)cc(OC)c1OC
0%[76.3 µM]	O=C(O)c1ccc(NC(=O)c2ccccc2NC(=O)c2ccccc2Cl)cc1
-13%[76.3 µM]	CCOC(=O)c1ccc(N2CCN(C(=O)c3ccccc3)CC2)c(NC(=O)c2ccco2)c1

# Reformatted: three of the compounds above
Molecule | GAA glycogen
COc1cc(-c2nc(C(=O)NC3CCCCC3)cc3c2[nH]c2ccccc23)cc(OC)c1OC | -15%[76.3 µM]
CCOc1ccc(NC(=O)CS(=O)CC(=O)N(CC(=O)NC(C)(C)C)C2CCCC2)cc1 (stereo not drawn) | 0%
COc1ccc(C2C(C(=O)Nc3ccccc3)=C(C)Nc3nc(-c4ccccc4Cl)nn32)cc1OC (stereo not drawn) | ?

# The list continues:
GAA glycogen	compound
3%	COc1ccc2[nH]cc(C(=O)CN3CC(C)CC(C)C3)c2c1 (stereo not drawn)
11%[76.3 µM]	COc1cccc(-c2cc(C(F)(F)F)n3ncc(C(=O)OC(C)C)c3n2)c1
-2%[76.3 µM]	C/C(=N/NS(=O)(=O)c1ccc(C)c(C)c1)c1c[nH]c2ccccc12
16%[76.3 µM]	O=C(CN1C(=O)CSc2ccc(S(=O)(=O)N3CCCC3)cc21)NCc1ccccc1Cl
15%[76.3 µM]	Cn1c(C(=O)N2CCC(C(=O)N3CCN(c4ccccc4)CC3)CC2)cc2sccc21
-5%[76.3 µM]	Cc1cc(OCC(=O)NC2CC2)c2c(C)cc(=O)oc2c1
14%	COc1ccc(C(C(=O)NC(C)(C)C)N(C(=O)CCC(=O)Nc2cc(C)on2)c2ccc(C)c(C)c2)cc1 (stereo not drawn)
-17%[15.3 µM]	Cc1ccccc1NC(=O)CCN1CCN(C)CC1
8%	CCc1nnc(NC(=O)C23CC4CC(CC(C4)C2)C3)s1
-1%	Cc1ccc(/C=C2\SC(=S)N(CCC(=O)NCCCN3CCOCC3)C2=O)cc1
-12%[76.3 µM]	CC(C)(C)c1ccc(C(=O)NC(=S)NCc2ccco2)cc1
-8%[76.3 µM]	O=c1c2oc3ccccc3c2n(Cc2cccc(Cl)c2)c(=O)n1Cc1ccc2c(c1)OCO2
-18%[76.3 µM]	Cc1cc(C)c(NC(=O)c2cccc3c2C(=O)N(C2CCCCC2)C3)c(C)c1
11%[76.3 µM]	O=C(Nc1cc(-c2nc3ccccc3o2)ccc1Cl)c1ccc(N2CCCCC2)c([N+](=O)[O-])c1
?	CNc1oc(/C=C/c2cc(OC)c(OC)c(OC)c2)nc1C#N
-10%[76.3 µM]	Cn1c(=O)n(C)c2cc(N3CCCCC3)c(NC(=O)c3ccccc3)cc21
-10%	O=c1cc(CN2CCN(Cc3ccccc3)CC2)c2ccc(O)c(O)c2o1
13%[76.3 µM]	O=Nc1c(-c2ccccc2)[nH]n(-c2ccccc2)c1=O
9%[76.3 µM]	Cc1ccccc1NC(=O)CCCCC(=O)Nc1ccccc1C
-2%[76.3 µM]	CCOC(=O)c1cnc2ccc(C(=O)OC)cc2c1Nc1ccccc1CC

# Ordered by number of heavy atoms (highest first): part of the list above
GAA glycogen	compound
15%[76.3 µM]	Cn1c(C(=O)N2CCC(C(=O)N3CCN(c4ccccc4)CC3)CC2)cc2sccc21
-10%	O=c1cc(CN2CCN(Cc3ccccc3)CC2)c2ccc(O)c(O)c2o1
-5%[76.3 µM]	Cc1cc(OCC(=O)NC2CC2)c2c(C)cc(=O)oc2c1

# Structural class: the compounds so far with a thiophene ring, fused or not (five)
GAA glycogen	compound
-10%[76.3 µM]	CCc1cc(C(=O)c2ccc(Br)cc2)c(NC(=O)CN(CC)CC)s1
-9%[76.3 µM]	O=C(CCc1nc(-c2cccs2)no1)Nc1cccc([N+](=O)[O-])c1
2%[76.3 µM]	COc1ccccc1NC(=O)Cn1cnc2sc(C(=O)Nc3ccc(OC)c(OC)c3)c(C)c2c1=O
10%[76.3 µM]	CC(C)(C)C1CCc2c(sc(NC(=O)Cn3nnc(-c4ccccc4F)n3)c2C#N)C1 (stereo not drawn)
15%[76.3 µM]	Cn1c(C(=O)N2CCC(C(=O)N3CCN(c4ccccc4)CC3)CC2)cc2sccc21

# More structures.
GAA glycogen	compound
13%[76.3 µM]	CC1CCCN(S(=O)(=O)c2ccc3c(c2)CCN3C(=O)CCC(=O)O)C1 (stereo not drawn)
4%[76.3 µM]	Cc1nnsc1C(=O)N1CCCC(N2CCN(c3ccc(F)cc3)CC2)C1 (stereo not drawn)
?	Cc1cccc(NC(=O)Nc2cccs2)c1C
17%[76.3 µM]	Cc1ccc(OC(C)C(=O)N2CCN(CCc3ccncc3)CC2)cc1C (stereo not drawn)
8%[76.3 µM]	COc1cccc(NC(=O)c2cccc(C(=O)Nc3cccc(OC)c3)c2)c1
2%[76.3 µM]	O=C(CNC(=O)c1sc2ccccc2c1Cl)NC1CC1
-2%	O=C(CN(C(=O)c1csnn1)c1ccc(F)c(Cl)c1)NC1CCCCC1
10%[76.3 µM]	Cc1ccc(CCNc2nc3ccccc3c3nc(-c4cccnc4)nn23)cc1
11%[76.3 µM]	CC(C)COC(=O)Cn1nnc2sc(-c3ccccc3)cc2c1=O
6%[76.3 µM]	CCOC(=O)CNC(=O)Cn1cnc2sc(C)c(S(=O)(=O)N3CCOCC3)c2c1=O
0%	COCCNC(=S)N/N=C/c1c2ccccc2cc2ccccc12
0%	CC1CCN(C(=O)/C(=C\c2ccccc2F)NC(=O)c2ccccc2)CC1
-6%[76.3 µM]	CCN1CCN(C(=O)c2ccc3c(c2)N(Cc2c(F)cccc2Cl)C(=O)c2ccccc2S3)CC1
4%[76.3 µM]	CC(=O)Nc1ccc2c(c1)C(=O)N(c1cccc3ccccc13)C2=O
-9%&17%[76.3 µM]	Cc1ccc(NC(=O)CC(C)S(=O)(=O)c2ccc3c(c2)NC(=O)CO3)c(Cl)c1 (stereo not drawn)
8%[76.3 µM]	COc1cc(C(C)=O)ccc1OCC(O)CN1CCN(c2ccccc2)CC1 (stereo not drawn)
1%	COc1cc(OC)cc(C(=O)N[C@H](C(=O)Nc2ccc(F)cc2F)C(C)C)c1
1%[76.3 µM]	COc1cccc2c1cc1c(=O)n(CC(=O)N3CCC(C)CC3)nc(C)n12
2%	CC1CN(/C=C/C=O)C(C)CC1OC(=O)c1ccccc1 (stereo not drawn)
?	CCOc1ccc2ncc3c(-c4ccc(C)cc4)nn(-c4cccc(F)c4)c3c2c1

# The list goes on:
GAA glycogen	compound
-4%[76.3 µM]	CCCc1ccc2oc(C(=O)N3CCNC(=O)C3CC(=O)OC)c(C)c2c1 (stereo not drawn)
0%[76.3 µM]	COc1ccc(C(=O)Oc2ccc(/C=N/Nc3ccc(Cl)c(C(=O)O)c3)cc2OC)cc1
4%	Cc1ccc(N2CCN(S(=O)(=O)c3ccc4oc(=O)ccc4c3)CC2)cc1Cl
8%[76.3 µM]	CCCCN(C)CC(O)Cn1cc(/C=C/C(=O)c2ccc(Br)cc2)c2ccccc21 (stereo not drawn)
13%[76.3 µM]	Cn1c(=O)c2c(nc(NCc3ccccc3)n2Cc2ccccc2Cl)n(C)c1=O
-7%[76.3 µM]	CCCN1CCN(CC2=C(C(=O)OCC)C(c3cccc(OC)c3OC)NC(=O)N2)CC1 (stereo not drawn)
5%[76.3 µM]	Cc1nc([N+](=O)[O-])cn1Cc1cccc2ccccc12
-1%	Cc1c2cn[nH]c(=O)c2c(C)n1-c1ccccc1
2%	CCn1nnnc1SCC(=O)Nc1ccc(F)cc1
-6%[76.3 µM]	CN(CC(=O)Nc1ccc(Cl)cc1F)S(=O)(=O)c1ccc2c(c1)n(C)c(=O)c(=O)n2C
1%	CC(=O)N1CCN(C(=O)CSc2nnc(C)n2-c2ccccc2)CC1
-2%[76.3 µM]	CCN(Cc1ccccc1)C(=O)c1ccc(C(=O)N(CC)Cc2ccccc2)cc1
2%	COc1ccc(Cl)cc1NC(=O)CCCNC(=O)c1ccc(Cl)cc1
-1%	COc1ccc(-c2noc(CN(C(=O)c3ccoc3C)C(C)C)n2)cc1
?	Cc1c(Cl)cccc1NC(=O)CSc1ccc(-c2ccccn2)nn1
?	CCN1CCSc2ccc(C(=O)NCc3ccc(F)cc3)cc21
7%&2%[76.3 µM]	Cc1ccc(Cl)cc1N1CCN(S(=O)(=O)c2ccc3c(c2)CC(=O)N3C)CC1
-13%[76.3 µM]	C[C@H](NC(=O)c1ccc2ccccc2c1)C(=O)N1CCC2(CC1)NCCc1[nH]cnc12
4%	CCC(=O)Nc1nn(CC(C)C)c2nc3ccc(C)cc3cc12
-12%[76.3 µM]	CC(=O)Nc1ccc(C(=O)N(C2=NC(C)CS2)c2ccc(Cl)cc2)cc1 (stereo not drawn)
3%[76.3 µM]	O=C(NCCCN1CCCC1=O)c1cc(S(=O)(=O)N2CCOCC2)ccc1Cl
0%	Cc1ccnc(N2CCCC(C(=O)Nc3ccc(C)c(C)c3)C2)n1 (stereo not drawn)

# Look-ups from the entries so far:
# GAA glycogen with `Cc1cc(C)c(NC(=O)c2cccc3c2C(=O)N(C2CCCCC2)C3)c(C)c1` → -18%[76.3 µM]
# GAA glycogen with `COc1cc(OC)c(OC)cc1/C=N/n1c(COc2ccccc2)n[nH]c1=S` → -19%
# GAA glycogen with `O=c1cc(CN2CCN(Cc3ccccc3)CC2)c2ccc(O)c(O)c2o1` → -10%
# GAA glycogen with `COc1cc(OC)cc(C(=O)N[C@H](C(=O)Nc2ccc(F)cc2F)C(C)C)c1` → 1%
# GAA glycogen with `CCOC(=O)CNS(=O)(=O)c1ccc(S(=O)(=O)NC2CC2)cc1` → -4%[76.3 µM]
# GAA glycogen with `COc1ccc(C(=O)Oc2ccc(/C=N/Nc3ccc(Cl)c(C(=O)O)c3)cc2OC)cc1` → 0%[76.3 µM]
